NR5A2 inv ag: suppresses constitutive activity of human LRH-1. inhibition, % at 3.6 µM. 360,000 compounds, 0.13% hits. AID 602396. O00482. HEK293T StAR-luciferase reporter, LRH-1 transfected, 24 h;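 active = inhibition above the mean inhibition of all tested compounds plus 3 SD, cut at about 73% in these data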;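 also: 0% = DMSO wells and 100% = reporter-only cells lacking LRH-1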
SRC3 inh: inhibits human SRC3 coactivator; Q9Y6Q9; 360,000 compounds, 0.17% hits; AID 588352; HEK293 GAL4-SRC3 luciferase reporter, luminescence; inhibition, % at 3.6 µM;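 active = inhibition above a per-campaign cutoff, the mean of all compounds plus 3 SD, cut at about 60% in these data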;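 also: 0% = DMSO-treated cells and 100% = gossypol-treated cells at 36 µM; higher means less SRC3-driven luciferase light from the GAL4 reporter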
NCOA2 inhibitor: human SRC2 (NCOA2) inhibition | Q15596 | HEK293 GAL4-SRC2 luciferase reporter, luminescence | inhibition, % at 9 µM | 370,000 compounds, 0.17% hits;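 active = inhibition above the mean inhibition of all tested compounds plus 3 SD, set per campaign, cut at about 52% in these data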;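 also: 0% = DMSO treated cells and 100% = cells given Gossypol at 36 µM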
Target sequence (Q15596 whole entry, looked up, the tested form may be a part): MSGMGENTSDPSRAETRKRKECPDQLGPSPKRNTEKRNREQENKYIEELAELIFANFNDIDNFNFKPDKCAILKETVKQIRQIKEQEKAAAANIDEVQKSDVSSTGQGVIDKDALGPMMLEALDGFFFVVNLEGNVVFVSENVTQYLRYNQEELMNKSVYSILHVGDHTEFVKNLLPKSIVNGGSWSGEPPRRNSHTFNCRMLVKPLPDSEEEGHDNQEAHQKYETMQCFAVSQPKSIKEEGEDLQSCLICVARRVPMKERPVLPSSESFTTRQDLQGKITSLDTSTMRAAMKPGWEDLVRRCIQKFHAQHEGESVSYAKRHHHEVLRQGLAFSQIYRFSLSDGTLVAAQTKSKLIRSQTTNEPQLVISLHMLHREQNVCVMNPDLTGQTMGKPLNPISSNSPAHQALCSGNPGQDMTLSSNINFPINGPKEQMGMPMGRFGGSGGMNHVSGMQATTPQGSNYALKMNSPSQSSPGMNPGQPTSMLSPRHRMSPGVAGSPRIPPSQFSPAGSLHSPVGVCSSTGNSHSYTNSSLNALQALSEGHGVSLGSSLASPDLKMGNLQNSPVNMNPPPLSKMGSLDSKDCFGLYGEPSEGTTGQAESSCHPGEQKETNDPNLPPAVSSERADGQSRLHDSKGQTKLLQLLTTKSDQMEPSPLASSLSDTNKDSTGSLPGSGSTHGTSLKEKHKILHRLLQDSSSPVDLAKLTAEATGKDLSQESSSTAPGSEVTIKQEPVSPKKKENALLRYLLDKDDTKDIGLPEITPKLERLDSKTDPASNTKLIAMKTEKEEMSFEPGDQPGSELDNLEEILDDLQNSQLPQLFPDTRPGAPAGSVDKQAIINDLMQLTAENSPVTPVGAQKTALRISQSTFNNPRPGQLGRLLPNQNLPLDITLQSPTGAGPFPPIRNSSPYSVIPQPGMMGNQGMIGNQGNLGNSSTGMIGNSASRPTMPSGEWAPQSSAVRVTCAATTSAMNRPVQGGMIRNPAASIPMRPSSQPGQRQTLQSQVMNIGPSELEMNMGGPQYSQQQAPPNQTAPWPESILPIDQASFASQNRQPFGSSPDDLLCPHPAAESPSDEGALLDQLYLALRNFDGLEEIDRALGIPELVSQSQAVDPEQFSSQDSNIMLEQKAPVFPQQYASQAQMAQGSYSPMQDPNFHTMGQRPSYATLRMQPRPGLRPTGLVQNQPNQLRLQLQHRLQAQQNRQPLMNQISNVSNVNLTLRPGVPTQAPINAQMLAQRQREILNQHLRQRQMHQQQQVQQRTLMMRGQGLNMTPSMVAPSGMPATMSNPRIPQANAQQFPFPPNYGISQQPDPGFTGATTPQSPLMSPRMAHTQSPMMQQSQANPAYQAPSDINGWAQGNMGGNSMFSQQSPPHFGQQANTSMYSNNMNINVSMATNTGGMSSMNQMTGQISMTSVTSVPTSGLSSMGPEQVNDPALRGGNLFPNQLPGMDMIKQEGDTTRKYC
NR2F2 inh: blocks human COUP-TFII nuclear receptor; inhibition, % at 8.6 µM; P24468; 370,000 compounds, 0.7% hits; HEK293T NGFI-A luciferase reporter, luminescence;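 active = inhibition above a per-plate cutoff, mean inhibition of test wells between control levels plus 3 SD, cut at about 38% in these data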;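 also: cells cotransfected with COUP-TFII expression vector driving the NGFI-A reporter; 0% = median of COUP-TF2 test wells and 100% = reporter-only cells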
LMP1 NFkB inh: reduces LMP1-driven NF-kappaB luciferase signal; LMP1-induced NF-kappaB luciferase reporter cells, luminescence; inhibition, % at 12.5 µM; 350,000 compounds, 0.69% hits; in the data active = inhibition above about 41%;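 also: 0% = neutral control wells and 100% = reference inhibitor control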
C8 TRAIL sens: sensitizes caspase-8 expressing cells to TRAIL | inhibition (viability loss, TRAIL sensitization), % at 10 µM | NB7+C8 cells + TRAIL, ATPlite viability luminescence | AID 624354 | 360,000 compounds, 1% hits;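 active = compounds causing at least 50% loss of cell viability in the single-dose screen, relative to plate controls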
CF NFkB block: cystic fibrosis NF-kB activation inhibition | 360,000 compounds, 0.86% hits | inhibition, % at 5 µM | KKLEB NF-kB-GFP reporter, PAF-induced, GFP fluorescence overnight;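 active = at least 50% inhibition at 5 µM, scaled per plate between neutral and stimulator controls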;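 also: PAF is a Pseudomonas aeruginosa culture filtrate used as stimulus; plate controls were PAF-stimulated DMSO wells for no effect and unstimulated DMSO wells for full effect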
KKLEB cytotox: reduces viability of KKLEB cystic fibrosis airway cells; activity change (cytotoxicity), % at 5 µM; KKLEB CF airway cells viability, ATPlite luminescence, overnight; stronger effect = lower value; cells stimulated with P. aeruginosa culture filtrate; AID 602141; 360,000 compounds, 0.36% hits;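 active = corrected activity change at or below -50% at 5 µM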
TROY signal inh: TROY signaling inhibition. Q293 LMP1-TROYcd NF-kB luciferase reporter, 4 h. inhibition, % at 10 µM. 360,000 compounds, 0.98% hits. AID 1347056;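 active = compounds whose plate-normalised and pattern-corrected inhibition of the luciferase reporter signal at the single screening dose is 50% or more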
SRC1 inh: inhibits human SRC1 coactivator; Q15788; HEK293 GAL4-SRC1 luciferase reporter, luminescence; inhibition, % at 3.6 µM; 360,000 compounds, 0.12% hits; AID 588354;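 active = inhibition above the campaign mean plus 3 SD, with each screening campaign given its own cutoff, cut at about 60% in these data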;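 also: 0% = DMSO treated cells and 100% = gossypol at 36 µM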
TWEAK Fn14 block: inhibitors of TWEAK-Fn14 interaction signaling | TWEAK-stimulated Fn14 reporter cells, luciferase luminescence, 8 h | 360,000 compounds, 2% hits | inhibition, % at 10 µM | AID 1159606; in the data active = inhibition above about 50%
* = called active by the depositor; x = not tested or not shown; & = joins results of further samples.

Sample of the layout (4 entries):
SMILES | NR5A2 inv ag | SRC3 inh | NCOA2 inhibitor | NR2F2 inh | LMP1 NFkB inh | C8 TRAIL sens | CF NFkB block | KKLEB cytotox | TROY signal inh | SRC1 inh | TWEAK Fn14 block
CCOC(=O)CSc1nc2ccccc2n2cnnc12 | -24 | -10 | -33 | -1 | 1 | -14 | -3 | -13 | -9 | -2 | 16
COC(=O)c1ccc(CSc2nc3ccccc3[nH]2)o1 | -26 | -4 | -17 | -6 | -12 | 3 | 15 | -13 | -5 | -22 | -4
COc1ccc(C(=O)NC2CCN(CC(=O)NCc3ccccc3)CC2)cc1 | 7 | -8 | 2 | 4 | -4 | -23 | 0 | 6 | 3 | -15 | 43
Cc1ccc(N=CC2=C(O)CC(C)(C)CC2=O)nc1 | 4 | -6 | -27 | 3 | 1 | -2 | 11 | -3 | 3 | -11 | 0

All compounds of this part, repeating the preview:
SMILES | NR5A2 inv ag | SRC3 inh | NCOA2 inhibitor | NR2F2 inh | LMP1 NFkB inh | C8 TRAIL sens | CF NFkB block | KKLEB cytotox | TROY signal inh | SRC1 inh | TWEAK Fn14 block
CCOC(=O)CSc1nc2ccccc2n2cnnc12 | -24 | -10 | -33 | -1 | 1 | -14 | -3 | -13 | -9 | -2 | 16
COC(=O)c1ccc(CSc2nc3ccccc3[nH]2)o1 | -26 | -4 | -17 | -6 | -12 | 3 | 15 | -13 | -5 | -22 | -4
COc1ccc(C(=O)NC2CCN(CC(=O)NCc3ccccc3)CC2)cc1 | 7 | -8 | 2 | 4 | -4 | -23 | 0 | 6 | 3 | -15 | 43
Cc1ccc(N=CC2=C(O)CC(C)(C)CC2=O)nc1 | 4 | -6 | -27 | 3 | 1 | -2 | 11 | -3 | 3 | -11 | 0
COC(=O)C(CC(=O)c1ccc(Cl)cc1)c1ccc(C)cc1 (stereo not drawn) | 5 | 8 | -35 | -3 | -1 | 4 | 9 | -3 | -16 | -16 | -24
FC(F)(F)c1ccnc(N2CCN(Cc3cnc(-c4ccccc4)[nH]3)CC2)c1 | 12 | 10 | 8 | 13 | 1 | 2 | -17 | 0 | -1 | 8 | -7
COc1ccc(C2(CNC(=O)/C=C/c3ccco3)CCCC2)cc1OC | -4 | -10 | 13 | -4 | 4 | -10 | 12 | -8 | 3 | -25 | 5
O=C(c1ccc2oc(CCCc3ccccc3)nc2c1)N1CCCCC1CO (stereo not drawn) | -89 | -41 | -33 | -6 | -29 | 0 | 8 | -9 | 6 | -89 | 19
COc1ccc(-n2c(=O)c3ccccc3n(CC(=O)NC3CCCC3)c2=O)cc1 | 2 | 8 | -18 | 4 | 10 | 3 | -18 | 9 | 10 | -12 | 0
CCCCCc1nc2c(=O)[nH]c3ccccc3c2o1 | -20 | -14 | -21 | -17 | -19 | -4 | 8 | 3 | -26 | -35 | -3
CC1CCN(S(=O)(=O)Cc2ccccc2Cl)CC1 | -17 | -3 | -13 | -9 | -9 | 10 | 5 | 5 | -15 | -6 | -5
COC(C(=O)Nc1cccc(F)c1)c1ccccc1 (stereo not drawn) | 13 | 10 | -19 | 16 | -2 | 3 | 1 | -2 | -3 | 8 | 0
Cc1ccccc1Oc1nc2ccccc2n2cnnc12 | -4 | 14 | 4 | 15 | 0 | -4 | -2 | -1 | -12 | -25 | 6
O=C(/C(Cl)=C/Nc1ccc(Br)cn1)C(F)(F)F | -6 | -21 | -16 | -6 | -7 | 5 | 5 | 4 | -6 | -8 | -2
COC(=O)[C@H](Cc1ccccc1)NS(=O)(=O)N[C@@H](Cc1ccccc1)C(=O)OC | -1 | 10 | 0 | -12 | -5 | -3 | 10 | -4 | 2 | -2 | -3
Cc1ccc(NS(=O)(=O)c2ccc3c(c2)c(=O)n(C)c(=O)n3C)cc1F | 14 | 30 | -11 | 10 | 14 | 23 | 8 | 3 | 15 | 13 | 8
CCOC(=O)N1CCN(c2nc3ccccc3nc2C(C#N)S(=O)(=O)c2ccc(C)cc2)CC1 (stereo not drawn) | 3 | 13 | -5 | -6 | -2 | 3 | 14 | 8 | -11 | 5 | 7
C=CCn1c(SCC(=O)C23CC4CC(CC(C4)C2)C3)nc(O)cc1=O | -9 | 7 | -3 | -13 | x | -21 | 11 | -8 | -15 | 6 | -7
Cc1ccc(Nc2cc(=O)[nH]c(=O)[nH]2)cc1Cl | 10 | 2 | 6 | 23 | -7 | -4 | 1 | -5 | 8 | 2 | 13
Fc1cccc(CCN2CCNC[C@@H]2CC2CCCCC2)c1 | -21 | 1 | -2 | -7 | 1 | 3 | 26 | -15 | 6 | -11 | 4
COc1cc(NC(=O)c2c3c(nc4ccccc24)CCC3)cc(OC)c1 | -4 | 8 | -10 | 0 | 6 | 4 | -8 | -4 | 3 | 10 | -8
CCOC(=O)c1c(NC(=O)CC2SC(=NC)N(C)C2=O)sc(C)c1C (stereo not drawn) | -1 | 10 | -25 | -9 | 1 | -1 | 8 | -4 | -6 | -2 | -13
Cc1ccc(C(=O)COC(=O)CCS(=O)(=O)c2ccccc2)cc1[N+](=O)[O-] | 5 | 3 | 2 | -20 | 2 | -4 | -18 | -11 | 1 | -9 | 6
CC(C)c1c(O)nc(SCC(=O)N2CCCCC2)[nH]c1=O | 6 | -14 | 6 | 12 | -4 | -15 | 8 | -1 | -10 | 11 | 37
CC(C)(C)NC(=O)COC(=O)c1ccc(Cl)cc1O | -1 | 6 | 1 | 4 | -3 | -4 | 3 | 3 | -43 | -8 | -15

The final 2 records of the section before come first, to join the parts:
SMILES | NR5A2 inv ag | SRC3 inh | NCOA2 inhibitor | NR2F2 inh | LMP1 NFkB inh | C8 TRAIL sens | CF NFkB block | KKLEB cytotox | TROY signal inh | SRC1 inh | TWEAK Fn14 block
CC(C)c1c(O)nc(SCC(=O)N2CCCCC2)[nH]c1=O | 6 | -14 | 6 | 12 | -4 | -15 | 8 | -1 | -10 | 11 | 37
CC(C)(C)NC(=O)COC(=O)c1ccc(Cl)cc1O | -1 | 6 | 1 | 4 | -3 | -4 | 3 | 3 | -43 | -8 | -15
CN(C)S(=O)(=O)n1ccnc1 | 21 | -1 | -8 | -5 | -12 | 12 | 0 | -9 | 9 | 4 | -5
Cc1ccc2sc(N(CCCN(C)C)C(=O)CCS(=O)(=O)c3ccccc3)nc2c1C | -9 | 21 | 35&16 | 21&26 | 8 | 51* | 92* | -81* | -22 | 16 | 63*
COCCn1nnnc1C(c1cccs1)N1CCN(c2cc(C)ccc2C)CC1 (stereo not drawn) | 11 | 14 | 11 | 26 | -3 | 3 | 24 | 5 | 16 | -9 | -2
O=C(COC(=O)c1ccc(Cl)c(S(=O)(=O)N2CCCCCC2)c1)Nc1ccccc1 | -23 | -24 | -26 | -14 | -15 | -6 | 18 | -15 | 58* | -100 | 23
C=CCn1c(N)cc(=O)nc1SCC(=O)Nc1ccc(C(=O)OC)cc1 | -8 | 4 | 2 | 1 | -1 | -16 | -34 | 24 | 7 | -5 | -9
COc1ccc(N(C(=O)CCC(=O)Nc2cc(C)on2)C(C(=O)NC2CCCC2)c2ccco2)cc1 (stereo not drawn) | -11 | 13 | 4 | 13 | -9 | 1 | -2 | 5 | -21 | -15 | -3
CC1=NN(C(=O)c2ccc(Cn3ccc([N+](=O)[O-])n3)cc2)C(O)(C(F)(F)F)C1 (stereo not drawn) | -2 | 12 | 4 | 21 | -3 | 12 | -2 | 10 | -19 | 20 | 4
Cc1ccccc1C1NC(=O)Cc2ccccc21 (stereo not drawn) | 10 | -3 | -20 | 10 | 2 | 16 | 5 | 4 | 2 | 12 | 14
COc1cc(C(=O)NC2CCN(Cc3ccccc3)CC2)cc(Cl)c1OC(C)C | -2 | -4 | 22 | -10 | 1 | 10 | 17 | -12 | 23 | -2 | 37
O=C(CCn1cnc(-c2ccccc2)c1-c1ccccc1)N/N=C/c1ccc(O)cc1 | 36 | 5 | 1 | -2 | -5 | 14 | 6 | -2 | 13 | -116 | 17
COc1ccc(/C=N/NC(=O)c2cccnc2)cc1O | -3 | 2 | 0 | -17 | 2 | 4 | -28 | 13 | -17 | -20 | 0
COc1cc(NC(=O)c2cccc3c(-c4cnn(C)c4)coc23)cc(OC)c1OC | 32 | 27 | 18 | 16 | x | 26 | -6 | -4 | 16 | 28 | 44
O=C(CC(=O)c1ccccc1O)c1ccc(F)cc1 | -66 | -44 | -39 | -51 | 5 | 6 | -5 | -4 | -46 | -33 | -19
CCCCC(O)(c1ccc(F)cc1)C(CN1CCOCC1)c1ccc(Cl)cc1 (stereo not drawn) | 8 | -1 | 11 | 4 | 4 | 21 | 7 | -2 | 30 | 4 | -19
Cc1cccc(C(=O)Nc2ccc(C(=O)/C=C/c3cccnc3)cc2)c1 | 0 | -47 | -30 | -21 | 27 | 5 | 38 | -16 | -76 | -33 | 0
Cc1ccc(-c2c(C(=O)N/N=C/C3CC=CCC3)nnn2-c2nonc2N)cc1 (stereo not drawn) | 6 | -6 | -8 | 1 | 5 | -15 | 0 | 12 | -6 | 10 | -7
COc1ccc(C(=O)CSc2n[nH]c(-c3ccco3)n2)cc1 | 8 | 10 | 1 | 14 | 2 | 9 | -11 | 8 | 1 | 5 | -1
O=C(Nc1ccc(-c2csc(Nc3ccccc3)n2)cc1)c1cc([N+](=O)[O-])cc(C(F)(F)F)c1 | 8 | -11 | -14 | -14 | -11 | 25 | 4 | 12 | 19 | -17 | 66*
Cc1ccccc1N1CCN(C2CCCN(C(=O)c3ccccn3)C2)CC1 (stereo not drawn) | 2 | -13 | -2 | 5 | 14 | -14 | -1 | -13 | 19 | -3 | -7
CCCCN(C(=O)c1ccc2c(c1)OCO2)c1c(N)n(CC(C)C)c(=O)[nH]c1=O | -3 | 12 | 1 | 6 | -1 | 7 | 13 | 9 | -12 | 0 | -5
O=C1C(=O)N(CCN2CCOCC2)C(c2ccccc2F)/C1=C(\O)c1ccc(S(=O)(=O)N2CCOCC2)cc1 (stereo not drawn) | -8 | -17 | -2 | -6 | -4 | -6 | 0 | -3 | 7 | 13 | 23
O=C(Nc1nc2cc3c(cc2s1)OCCO3)C1CCCCC1 | -165 | -130 | -34 | -43 | -14 | 20 | -52 | 7 | 36 | -147 | 46
O=C(c1cc([N+](=O)[O-])ccc1N1CCOCC1)N1CCCC1 | 1 | -6 | -2 | -7 | 2 | -6 | -5 | 1 | 0 | 18 | 4
CC1CCN(C(=O)CCc2nnc3ccc(N4CCC5(CC4)OCCO5)nn23)CC1 | 7 | 2 | -29 | 1 | 0 | 10 | 7 | -1 | -24 | -15 | 1
CCOC(=O)c1c(-c2ccccc2)[nH]c2ccc(O)cc12 | 16 | -13 | -2 | 11 | 10 | 6 | 12 | -2 | -6 | 1 | -13
CCc1cccc(C)c1NC(=O)Nc1ccc2c(c1)OCO2 | -3 | 6 | -3 | -17 | -9 | 7 | 5 | 10 | -6 | -9 | -9
COc1ccc(OC)c(NC(=O)C2CCN(C(=O)c3cccs3)CC2)c1 | 9 | -3 | 7 | -3 | 13 | -1 | 5 | -10 | -2 | 11 | -5
CCCCNC(=O)c1cc2c(-c3ccc(Cl)cc3)nn(C)c2s1 | -9 | 1 | -15 | 0 | 0 | 7 | -18 | -7 | -13 | -22 | 7
CCSc1nnc(NC(=O)CCNS(=O)(=O)c2cc(Br)cnc2N)s1 | 5 | 13 | -3 | -5 | -4 | 20 | 0 | 1 | 25 | 1 | 5

Compound activity: PubChem, several laboratories
